Screening results as filed in PubChem BioAssay.
PL synth Enamine: blocks phospholipid synthesis in CHO cells, Enamine compounds; ZR-82 CHO cells, pyrene fatty acid UV survival, CellTiter Blue; peroxisome-deficient CHO-K1 mutant line; plus DGAT-1, DGAT-2 and ACAT inhibitors; calls only at 10 µM; hit rate 0.4% among 20,000; AID 1347385;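 active = cell survival signal 2 SD away from solvent-only control wells, confirmed on one or two retests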;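 also: 3 h compound exposure then viability read about one day after UV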
Calls only; i = inactive. Only part of the results is shown. The share of hits here may be higher or lower than overall.

SMILES | PL synth Enamine
Cc1cc2oc(=O)cc(COC(=O)C3CSC4(C)CCC(=O)N34)c2cc1C(C)C (stereo not given) | i
Cc1sc2ncn3cnnc3c2c1C | i
c1coc(-c2nc3ccccc3s2)c1 | i
CC1=C(C)SC(=c2sc3n(c2=O)C(c2ccc(Br)cc2)C=C(c2ccc(C)cc2)N=3)S1 (stereo not given) | i
O=c1cc(CSCc2cc([N+](=O)[O-])cc3c2OCOC3)nc2sc3c(n12)CCCC3 | i
c1ccc2c(c1)sc1nnc(SCC34CC5CC(CC(C5)C3)C4)n12 | i
CCNC(=S)N/N=C/c1ccco1 | i
CCCN1C2=NS(=O)(=O)CCN2c2ccccc21 | i
O=[N+]([O-])c1ccc(C=Nc2ccc(-c3nnc4n3CCCCC4)cc2)cc1 | i
CCOC(=O)c1sc(N)c(C(=O)OCC)c1CSc1nnc(C)s1 | i

Arranged by SMILES length (descending): six of the compounds above
SMILES | PL synth Enamine
CC1=C(C)SC(=c2sc3n(c2=O)C(c2ccc(Br)cc2)C=C(c2ccc(C)cc2)N=3)S1 (stereo not given) | i
O=[N+]([O-])c1ccc(C=Nc2ccc(-c3nnc4n3CCCCC4)cc2)cc1 | i
c1ccc2c(c1)sc1nnc(SCC34CC5CC(CC(C5)C3)C4)n12 | i
c1coc(-c2nc3ccccc3s2)c1 | i
CCNC(=S)N/N=C/c1ccco1 | i
Cc1sc2ncn3cnnc3c2c1C | i

Part of the list above in a different format.
mol,PL synth Enamine
CCOC(=O)c1sc(N)c(C(=O)OCC)c1CSc1nnc(C)s1,i
Cc1sc2ncn3cnnc3c2c1C,i
Cc1cc2oc(=O)cc(COC(=O)C3CSC4(C)CCC(=O)N34)c2cc1C(C)C (stereo not given),i
CCCN1C2=NS(=O)(=O)CCN2c2ccccc21,i
CCNC(=S)N/N=C/c1ccco1,i
O=[N+]([O-])c1ccc(C=Nc2ccc(-c3nnc4n3CCCCC4)cc2)cc1,i

More compounds:
SMILES | PL synth Enamine
C(=N\OCc1ccc(CO/N=C/c2ccccc2)cc1)/c1ccccc1 | i
CCC(=O)N(c1nnc(SCc2cc(=O)n3nc(CC)sc3n2)s1)C1CC1 | i
O=C(CSc1ncnc2sc3c(c12)CCC3)c1ccc(Cl)s1 | i
Cc1ccc(C(=O)OCc2cc(=O)n3c(C)csc3n2)s1 | i
CNCC(=O)OC | i
CSc1nc2ccc(Nc3ncnc4sc5c(c34)CCCCC5)cc2s1 | i
COc1cc(OC)cc(C(=O)/C=C2\NC(=O)CS2)c1 | i
O=C(CSc1nnc(C2CC2)n1C1CC1)N(C1CCCC1)C1CCS(=O)(=O)C1 (stereo not given) | i
CCc1nnc(NC(=O)C2CCC2)s1 | i
O=S(=O)(Nc1ccc(OC(F)F)c(Cl)c1)c1ccc(F)c(Cl)c1 | i
O=C(NC1CCCCCCC1)c1ccc(=O)[nH]c1 | i
CN(c1nc2ccccc2nc1NS(=O)(=O)c1cc(Cl)ccc1Cl)C1CCCCC1 | i
c1csc(-c2nc(CSc3nnc(-c4cccs4)n3C3CC3)co2)c1 | i
Clc1ccc2nc(CSc3nc(-c4ccccc4)c(-c4ccccc4)o3)cn2c1 | i
Cc1nn(C)c(C)c1C(=O)C(=O)NNC(=O)C12CC3CC(CC(C3)C1)C2 | i
Cc1cc(C2Nc3ccccc3-c3nc4ccccc4n32)c(C)n1-c1ccc(I)cc1 (stereo not given) | i
N=C1c2ccccc2CN1NC(=O)c1c[nH]c2ccccc12 | i
O=C(NN=C1CCCCC1)C1CCN(S(=O)(=O)c2cccs2)CC1 | i
Cn1nnnc1SCc1nnc(-c2cccs2)o1 | i
CCCSc1nc2sc3c(c2c(=O)n1C(C)CC)CCCC3 (stereo not given) | i
O=[N+]([O-])c1ccc(Br)c2ccncc12 | i
C[N+]1(CC(O)COc2ccccc2)C=C(Br)C=N1 (stereo not given) | i
O/C(=C\Sc1nnc(Cc2ccccc2)o1)c1ccc(F)cc1 | i
Cn1c(=O)c2c(ncn2CC(=O)N2N=C(c3cccs3)CC2c2cccs2)n(C)c1=O (stereo not given) | i
COC(=O)c1sc2nc(Cn3cc[n+](C)c3)[nH]c(=O)c2c1C | i
Cn1/c(=N/N=C/c2ccc(OC(F)F)cc2)sc2ccccc21 | i
Cc1cc(OCCOC2OCCOC2OCCOc2ccc(C(C)C)c(C)c2)ccc1C(C)C (stereo not given) | i
Nc1ncnc2sc3c(c12)CCCC3 | i
CCC(C)n1nccc1NC(=O)C(C)OC(=O)CNC(=O)C12CC3CC(CC(Cl)(C3)C1)C2 (stereo not given) | i
CC(C)Sc1nnc(SCC(=O)N(C)C2CCS(=O)(=O)C2)s1 (stereo not given) | i
Cc1cc(C2=NNC(=NC3CC3)SC2)c(C)n1-c1ccccc1F | i
O=C(C1CCN(C2=NS(=O)(=O)c3ccccc32)CC1)N1CCN(c2ncccn2)CC1 | i
O=C(CCNS(=O)(=O)c1cccs1)OCC(=O)c1ccc(Cl)s1 | i
Cc1sc2ncnc(SCC(C)C)c2c1C | i
O=C1Cc2cc(C3=CSC4=NS(=O)(=O)CCN34)ccc2N1 | i
CC(C)(C)C(=O)/C=c1\[nH]c(=O)/c(=C/c2c(F)c(F)c(F)c(F)c2F)s1 | i
COC(=O)c1ccc(Cn2ncc(Cl)c(Cl)c2=O)o1 | i
NC(=O)c1c(NC(=O)CSc2nnc(-c3cccs3)n2CC2CCCO2)sc2c1CCC2 (stereo not given) | i
COc1ccc(OCCSc2nnc(-c3ccc(OC)c(OC)c3)o2)cc1 | i
CS(=O)(=O)c1cc(N)c2c(c1)NC(=O)CS2 | i

Compounds above that contain a nitro group on carbon, in the order listed:
SMILES | PL synth Enamine
O=c1cc(CSCc2cc([N+](=O)[O-])cc3c2OCOC3)nc2sc3c(n12)CCCC3 | i
O=[N+]([O-])c1ccc(C=Nc2ccc(-c3nnc4n3CCCCC4)cc2)cc1 | i
O=[N+]([O-])c1ccc(Br)c2ccncc12 | i

Other records:
SMILES | PL synth Enamine
Nc1nc(SCCOc2ccccc2)nc(-c2cc(C3CC3)nn2-c2ccccc2)n1 | i
Nc1cc([N+](=O)[O-])ccc1SC1CCS(=O)(=O)C1 (stereo not given) | i
O=C(O)CS(=O)(=O)Cc1ccc(Cl)s1 | i
CN(C)CCNS(=O)(=O)c1c(F)cc(F)c(Cl)c1F | i
CCCCn1c(N)c(N(C(=O)Cn2cnc3c2c(=O)n(C)c(=O)n3C)C2CCCC2)c(=O)[nH]c1=O | i
S=C(NC1CC2CCC1C2)NN(c1ccccc1)c1ccccc1 (stereo not given) | i
C/C(=C\C(=S)Nc1ccccc1)Nc1ccc2ccccc2c1 | i
CSc1nncn1/N=C/c1ccco1 | i
O=c1c2c3c(sc2[nH]c(=S)n1Cc1ccco1)CCC3 | i
O=S(=O)(NCC(F)(F)F)c1cccc(Br)c1 | i
CN(c1ccc(S(=O)(=O)N2CCCCC2)cn1)C1CCCCC1 | i
Oc1ccc(N2CCN(Cn3nc(-c4ccc5c(c4)OCO5)oc3=S)CC2)cc1 | i
Nc1cc(C(F)(F)F)ccc1N1CCCC1 | i
O=C(/C=C/NCCN/C=C/C(=O)C(Cl)(Cl)Cl)C(Cl)(Cl)Cl | i
Cc1cc(N)n(C)c(=O)c1 | i
Cc1nc(CSc2nnc(NC3CC3)s2)cs1 | i
Nc1nc(SC2c3cccc4cccc(c34)C2NS(=O)(=O)c2ccccc2)n[nH]1 (stereo not given) | i
CC(C)(C)c1ccc(/C=N/OCc2ccc(CO/N=C/c3ccc(C(C)(C)C)cc3)cc2)cc1 | i
COc1ccc2nc(C)cc(Oc3ccc4c(c3)OCO4)c2c1 | i
O=C(O)CN1C(=O)c2c(Br)c(Br)c(Br)c(Br)c2C1=O | i
C=CCn1c(SCC(=O)c2c(N)n(C)c(=O)n(C)c2=O)nc2scc(-c3ccco3)c2c1=O | i
C=CCNC(=S)N/N=C1\C=C(C)CC(C)(C)C1 | i
O=C1CCCCC1Oc1ccc2ccc(=O)oc2c1 (stereo not given) | i
Cn1cccc1C(=O)OCc1cc(=O)n2cc(Br)ccc2n1 | i
COc1ccc(NC(=S)c2nc(N3CCCCC3)sc2N)cc1 | i
S=c1[nH]c(-c2ccccc2)cn1/N=C/c1c[nH]c2ccccc12 | i
COc1cc(-c2nnc(SCc3cc([N+](=O)[O-])cc4c3OCOC4)o2)cc(OC)c1OC | i
NC(=O)CCN1CCCC1C(N)=O (stereo not given) | i
CCC1CCc2sc(C(=O)N=c3sccn3C)cc2C1 (stereo not given) | i
CCN(CC)S(=O)(=O)c1ccc(N/N=C2/C=C(C)CC(C)(C)C2)nc1 | i
FC(F)(F)c1ccc2nnn(OCc3nnc(-c4ccccc4)o3)c2c1 | i
O=C1c2ccccc2C2(O)Nc3[nH]c(=O)[nH]c(=O)c3C12O (stereo not given) | i
CS(=O)(=O)N1N=C(c2ccccc2)CC1c1ccc2nccnc2c1 (stereo not given) | i
O=S(=O)(Nc1ccc(-n2cnnn2)cc1)c1ccc(Cl)cc1C(F)(F)F | i
c1nc(Sc2ccc3c(c2)OCCO3)c2c3c(sc2n1)CCCC3 | i
Cc1cc2oc(=O)cc(COC(=O)C3CCC3)c2cc1C(C)C | i
Cn1c(N)c(C(=O)COC(=O)CCN2C(=O)C3CCCCC3C2=O)c(=O)n(C)c1=O (stereo not given) | i
O=C(CSc1nc2sc3c(c2c(=O)[nH]1)CCCC3)C12CC3CC(CC(C3)C1)C2 | i
C=CCN=c1scc(-c2ccc(OC(F)F)cc2)n1/N=C/c1ccc(Cl)cc1Cl | i
c1ccc2c(c1)OC1(CCCC1)N1N=C(c3ccc4c(c3)OCCO4)CC21 (stereo not given) | i
CCCCCCCCN=C1NC(=O)CS1 | i
CC(C)Cn1c(N)c(C(=O)COC(=O)CN2C(=O)C3CC=CCC3C2=O)c(=O)n(C)c1=O (stereo not given) | i
Fc1ccc(N2CCN(Cn3c(=S)oc4ccccc43)CC2)cc1 | i
COCCn1c(=S)[nH]c2cc(Cl)ccc21 | i
O=[N+]([O-])c1cc(S(=O)(=O)C(F)(F)F)ccc1Oc1ccc(F)cc1 | i
Cn1ccc(P(=Nc2ccc([N+](=O)[O-])cc2)(N2CCOCC2)N2CCOCC2)c1 | i
S=c1oc2ccc(Cl)cc2n1CN1CCCCCC1 | i
CSc1cccc(NC2c3ccccc3-c3ccccc32)c1 | i
O=S(=O)(Nc1ccc(F)c(Cl)c1)c1ccc(Cl)cc1F | i
Clc1ccc(N2CCN(c3nnnn3-c3ccccc3)CC2)cc1Cl | i
(more compounds)
SMILES | PL synth Enamine
Cc1ccc(C)c(/C=N/Nc2nc(C)cc(=O)[nH]2)c1 | i
CN=c1scc(-c2ccc(Cl)cc2Cl)n1/N=C/c1c(F)cccc1Cl | i
C=CCNc1nc(C(=O)OCc2cc(=O)n3ccsc3n2)cs1 | i
O=S(=O)(c1ccc(N2CCOCC2)c(N=Cc2c(F)c(F)c(F)c(F)c2F)c1)N1CCOCC1 | i
NC(=O)c1ccsc1NC(=O)COC(=O)C1=NNC(=O)CC1 | i
Cc1csc(SCC(=O)N(C)C2CCS(=O)(=O)C2)n1 (stereo not given) | i
O=S(=O)(c1ccc(F)c(F)c1)N1CCNCC1 | i
O=C1c2ccccc2C(=O)N1CN1C(=O)c2ccccc2S1(=O)=O | i
CCCn1c(N)c(C(=O)CN(C)Cc2ccc(Cl)s2)c(=O)n(C)c1=O | i
NC(=O)NCCCC(=O)OCC(=O)c1ccc(Cl)s1 | i
CCOC(=O)CSC1=NN2CCS(=O)(=O)N=C2S1 | i
O=C(OCC(=O)N(C1CCCCC1)C1CCS(=O)(=O)C1)c1cc2c(s1)CCCCC2 (stereo not given) | i
O=C(CN1C(=O)NC2(CCCCCCC2)C1=O)NC(=O)NC1CCCC1 | i
CC(=O)C(C=Nc1nc(C)cc(C)n1)=C(C)O | i
O=[N+]([O-])c1ccc(N/N=C/C2CCCCC2)cc1 | i
Nc1nc(SCn2nnc3ccccc3c2=O)n[nH]1 | i
Cc1ccc2nc3n(c(=O)c2c1)CCCc1nn(-c2nc(C)cc(C)n2)c(N)c1-3 | i
Fc1cc2sc(NC3=NCCCCC3)nc2c(F)c1F | i
O=c1nc2n(c3c1oc1ccccc13)Cc1ccccc1-2 | i
Cc1sc2[nH]c(=S)n(C)c(=O)c2c1C | i
O=c1cc(CNc2cc(C(F)(F)F)cc(C(F)(F)F)c2)nc2ccc(Br)cn12 | i
COCCNC(=S)N/N=C/c1cccs1 | i
CCCCn1c(N)c(N(CCC)C(=O)CCCSc2nnc(C)s2)c(=O)[nH]c1=O | i
Cn1cnc2c1c(=O)n(CC(=O)N(Cc1ccco1)Cc1cccs1)c(=O)n2C | i
Cc1ccc[n+](-c2ccc([N+](=O)[O-])cc2[N+](=O)[O-])c1 | i
Cc1ccc(-n2c(C)c3c(c2C)P(=S)(Nc2cc([N+](=O)[O-])ccc2C)N(c2ccccc2)N=C3)cc1 (stereo not given) | i
CCOCCOC(=O)c1c(C)[nH]c(C(=O)OCC)c1C | i
CCN=c1scc(C)n1/N=C/c1ccc(O)c(O)c1O | i
O=S1(=O)CCN2C(=N1)Sc1cc(F)c(F)c(F)c12 | i
COc1ccc(C2C=C(c3ccco3)Nc3ncnn32)cc1OC (stereo not given) | i
Cc1cc(C(=O)Cn2cnc3c2c(=O)n(C)c(=O)n3C)c(C)n1CC1CCCO1 (stereo not given) | i
S=c1[nH]nc(NCCc2ccccc2)s1 | i
CCCNC(=O)CN(C)CC(=O)c1c(N)n(CCC)c(=O)[nH]c1=O | i
Nc1nc(N)nc(CN2C(=O)CC3(CCCC3)C2=O)n1 | i
Cc1cc(C(=O)Cn2cc(C(F)(F)F)cc(Cl)c2=O)c(C)n1C(C)C | i
S=c1[nH]nc(-c2cccnc2)n1-c1ccc(Br)cc1 | i
Cc1ccc(C2=CC(c3ccccc3)n3nnnc3N2)cc1 (stereo not given) | i
O=C1NC(=S)N/C1=C\c1ccc2c(c1)OCCO2 | i
COc1cc(-c2nnc(-c3cccnc3)o2)cc(OC)c1OC | i
Cc1cc(NC(=O)Cn2nc(C)c(S(=O)(=O)N3CCOCC3)c2C)no1 | i
CC(C)CN(C(=O)CSc1nncs1)c1c(N)n(CC(C)C)c(=O)[nH]c1=O | i
COc1ccc(O)c(C=Nc2ccc3c(c2)OCO3)c1 | i
